Source: PubChem
CaV13 ICDI inh = Disruptors of the CACNA1D IQ motif to Ca2+-dependent inactivation inhibitor domain association, primary screening, Förster resonance energy transfer in intact living …. HEK cells, CFP/YFP FRET ICDI-IQ, plate reader, 10 min; percent FRET-ratio fall versus neutral wells. inhibition, % at 12.3 µM. 340,000 tested, 0.098% active;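 active = mean replicate inhibition of at least 30% and at least 1% of replicates passing that level; inconclusive = only one of the two criteria is met; inactive = neither criterion is met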;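 also: 0% = median of the neutral control wells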
NR2E3 ag-1 = activates human photoreceptor nuclear receptor NR2E3. inhibition of corepressor binding, % at 4.78 µM. 320,000 tested, 0.12% active. AID 2300. GST-NR2E3/biotin-RetCOR TR-FRET, 1536-well;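 active = percent inhibition above the cutoff of mean plus 3 SD of all tested compounds, set per screening campaign, cut at about 20% in these data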;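 also: 0% = DMSO wells and 100% = biotin wells as full block of FRET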
Target sequence (Q9Y5X4 whole entry, looked up): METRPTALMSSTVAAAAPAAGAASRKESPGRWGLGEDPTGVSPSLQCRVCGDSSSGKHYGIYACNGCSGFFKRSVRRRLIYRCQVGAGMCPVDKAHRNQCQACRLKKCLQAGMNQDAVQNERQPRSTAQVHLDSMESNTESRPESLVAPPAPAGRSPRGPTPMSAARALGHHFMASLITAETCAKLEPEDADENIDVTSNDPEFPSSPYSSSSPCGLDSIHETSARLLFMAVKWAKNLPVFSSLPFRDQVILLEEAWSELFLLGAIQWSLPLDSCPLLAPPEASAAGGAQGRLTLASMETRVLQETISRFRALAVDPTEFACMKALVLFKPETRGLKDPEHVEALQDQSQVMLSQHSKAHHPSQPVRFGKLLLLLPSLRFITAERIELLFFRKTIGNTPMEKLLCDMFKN
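Assay system: NR2E3–RetCOR corepressor complex. Quantity: 1.35 nM GST-NR2E3. Buffer or medium: pH 7.5 Tris-based buffer. Reagent: biotinylated RetCOR corepressor at 7 nM final. Schedule: 5 h at 4 °C. Detection: TR-FRET, emission read at 617 and 671 nm. Replicates: one well per compound, singlicate testing.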
HIF-2a block = blocks HIF-2a reporter activity | 786-0 RCC cells HIF-2a reporter, luciferase luminescence, overnight | inhibition, % at 18.8 µM | 360,000 tested, 0.72% active | AID 624352;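 active = inhibition of the luminescence signal of 40% or more relative to plate controls, in a single-dose primary screen at 18.75 µM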
Exocytosis inh = blocks lytic granule exocytosis; 360,000 tested, 0.66% active; inhibition, % at 10 µM; TALL-104 LAMP-1 surface exposure, flow cytometry; cells stimulated with thapsigargin and PMA; AID 651702;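 active = inhibition above about 55%, limit read from the data; inconclusive = no clear call, values can overlap the other calls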
hiPSC survival = hiPSC single-cell survival enhancement. ATPlite luminescence; 100% = ROCK inhibitor wells, 0% = DMSO. survival enhancement, % at 20 µM. 360,000 tested, 0.044% active; in the data active = survival enhancement above about 18%;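 also: cells exposed to compounds for 16 hours before the ATP read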
Vif inh = inhibitors of HIV Vif; 340,000 tested, 0.35% active; inhibition, % at 7.49 µM; HEK293T cells, Vif self-association by quenched fluorescence, imaging, 24 h; AID 602346; in the data active = inhibition above about 50%, passing the limit was not always enough; inconclusive = no clear call, values can overlap the other calls; inactive = below about 31%; also: some results filed as inactive read as strong as hits
Peg3 prom inh = Peg3 promoter activity inhibition | HeLa PEG-Prom luciferase reporter, luminescence, overnight | AID 588405 | 360,000 tested, 1.7% active | inhibition, % at 20 µM;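 active = inhibition of at least 50% at 20 µM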
NR2E3 ag-2 = activates human NR2E3 receptor | Q9Y5X4 | CHO-S Gal4-NCOR/VP16-NR2E3 two-hybrid, luciferase | inhibition of corepressor binding, % at 3.98 µM | AID 602229 | 360,000 tested, 0.35% active;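 active = inhibition above the mean of all tested compounds plus 3 SD, cut at about 70% in these data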;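 also: 0% = DMSO with NR2E3 transfected cells and 100% = cells lacking NR2E3 construct; higher means lower luciferase signal from less NR2E3 corepressor binding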
MITF TRPM1 inh = MITF TRPM1 promoter inhibition in SK-MEL-5 cells. SK-MEL-5 TRPM1 promoter luciferase, 24 h. inhibition, % at 12.5 µM. 330,000 tested, 0.83% active. AID 488899;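 active = mean inhibition across replicates of 60% or more, whatever share of single replicates reaches that level; inconclusive = some that reach 60%, reason not given; inactive = mean inhibition across replicates below 60%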; also: values of inactives mirror those of a sister screen read the other way
aDG glyco act = increases alpha dystroglycan glycosylation. activation, % at 10 µM. Pro5-aDG cells, alpha-DG glycosylation AlphaScreen (IIH6); 0% Pro5, 100% B10-LARGE cell signal. 360,000 tested, 0.22% active;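 active = activation of at least 8% versus controls, or a plate z-score of at least 8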;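 also: Pro5 are CHO cells carrying HIG-tagged alpha-DG that lacks glycosylation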
PDI inh = blocks human protein disulfide isomerase activity. PDI insulin aggregation turbidity, A650, 90 min. 350,000 tested, 0.052% active. inhibition, % at 10 µM. P07237;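 active = mean inhibition across replicates of 30% or more, whatever share of single replicates reach that level; inconclusive = mean inhibition below 30% while every single replicate reaches 30%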;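 also: absorbance from insulin aggregation driven by PDI reduction with DTT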
Target sequence (P07237 whole entry, looked up): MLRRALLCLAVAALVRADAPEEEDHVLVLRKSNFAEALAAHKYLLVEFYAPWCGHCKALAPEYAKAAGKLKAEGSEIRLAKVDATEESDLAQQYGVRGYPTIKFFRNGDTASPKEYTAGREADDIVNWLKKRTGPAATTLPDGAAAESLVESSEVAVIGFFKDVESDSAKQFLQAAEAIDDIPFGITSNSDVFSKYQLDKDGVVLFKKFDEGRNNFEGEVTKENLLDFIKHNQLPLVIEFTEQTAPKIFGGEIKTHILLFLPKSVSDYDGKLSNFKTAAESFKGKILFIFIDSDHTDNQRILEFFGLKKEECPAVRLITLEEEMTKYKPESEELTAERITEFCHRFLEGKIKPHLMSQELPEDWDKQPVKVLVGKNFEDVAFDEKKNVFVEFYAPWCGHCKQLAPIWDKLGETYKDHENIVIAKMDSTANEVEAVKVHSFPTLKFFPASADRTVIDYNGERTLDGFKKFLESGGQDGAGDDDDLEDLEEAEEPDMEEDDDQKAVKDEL
An asterisk follows results filed as active; u = inconclusive; x = no result given.

SMILES	CaV13 ICDI inh	NR2E3 ag-1	HIF-2a block	Exocytosis inh	hiPSC survival	Vif inh	Peg3 prom inh	NR2E3 ag-2	MITF TRPM1 inh	aDG glyco act	PDI inh
CCCC(=O)N(CCN1CCOCC1)c1nc2ccc(OCC)cc2s1	-7	0	-29	-2	-0.4	-1	-33	-22	10	0.1	5
CCOC(=O)c1nn(-c2ccccc2)c(=O)cc1OCC(=O)Nc1ccccc1OCC	-4	1	-2	-1	-0.6	2	6	-19	0	-0.2	-1
CC(=O)N/C(=C\c1ccc(C)cc1)C(=O)O	-5	3	8	3	0.4	-5	23	21	-4	0.2	28
O=C(NCc1ccccn1)C(=O)N/N=C/c1ccccc1O	-6	-1	3	-2	0.0	-3	1	-4	11	-0.1	6
Cc1ccc(S(=O)(=O)N2CCCCC2)cc1NC(=O)Cc1cccs1	-6	x	8	-2	0.5	1	8	5	9	0.1	-1
CC(=O)NC1=NN(C(C)=O)C(C)(CC(=O)OC(C)(C)C)S1 (stereo unspecified)	-7	6	15	-1	2.0	7	12	-17	-7	-0.1	7
O=C(CCC(=O)OCC(=O)c1ccc(Br)cc1)Nc1cccc2cccnc12	-4	0	3	-3	-0.2	3	26	11	-13	0.1	6
COC(=O)c1ccc(N2CCN(CCNC(=O)Nc3ccc(OC)cc3)CC2)cc1	-19	5	5	4	-0.2	-3	18	8	1	0.1	1
C=CCn1c(SCC(=O)c2ccc(O)c(O)c2)nnc1-c1cccc(OC)c1	-5	2	-7	0	0.6	-2	-5	-15	7	0.0	4
Cc1c(NC(=O)COC(=O)/C=C/c2cccc(Br)c2)c(=O)n(-c2ccccc2)n1C	-5	3	9	-10	-1.0	5	13	3	3	-0.2	-6
COCCOC(=O)c1c(NC(=O)CNCc2ccco2)sc(C(N)=O)c1C	5	-4	7	-1	0.9	3	11	-34	-5	-0.2	2
Cc1ccc2c(CC(=O)NC3=NCCS3)coc2c1	x	2	-124	-1	-2.4	1	-62	-10	-10	0.1	-2
CC(=O)c1cn(CC(=O)NCc2cccnc2)c2ccccc12	-4	3	5	3	-1.8	13	2	-21	7	-0.1	6
Nc1ncc([N+](=O)[O-])cc1Br	9	-3	11	-3	-0.4	5	-10	27	-2	0.1	-1
CC(=O)c1ccc(OCC(O)CN2CCOCC2)cc1 (stereo unspecified)	x	1	0	-11	-0.7	-7	6	-24	3	-0.2	x
COc1ccc(/C=C(\CC(=O)O)c2nc3ccccc3s2)cc1O	2	4	10	-1	0.7	-11	9	-3	3	-0.4	6
O=C(COc1ccccc1)N1CCN(S(=O)(=O)c2ccc(Br)cc2)CC1	-3	0	6	-5	-0.5	9	0	10	-4	0.2	-2
CCc1nc2sc3c(O)cc(=O)[nH]c3c2cc1C	-2	-4	19	-6	-0.2	8	-1	13	0	0.4	2
O=C(O)CCN1C(=O)C2CCCCC2C1=O (stereo unspecified)	x	4	20	2	4.4	6	5	-13	13	0.1	3
O=C(CCc1ccccc1)NNC(=O)Nc1ccc(F)c(Cl)c1	x	1	16	3	2.2	-2	15	-26	-7	0.0	5
COc1cccc(-c2nn(Cc3ccccc3)cc2CO)c1	-7	2	-103	-20	-0.5	-11	-120	-31	-20	0.1	5
C[C@H](CO)N1C[C@H](C)[C@@H](CN(C)C(=O)Nc2ccccc2)Oc2ncc(C#CC3CCCCC3)cc2C1=O	-10	x	-12	-1	0.6	-7	2	-25	x	0.0	-7
CCOc1ccc(S(=O)(=O)NC2CC2)cc1C(N)=O	2	0	22	-5	0.2	10	1	-6	-6	0.1	7
COc1cc(C2CC(=O)c3c(O)cc(O)cc3O2)ccc1O (stereo unspecified)	x	-4	3	5	-0.8	1	-6	-15	x	-0.2	x
CCN1/C(=C\C=C2\C(=O)N(C)C(=S)N2C)Sc2ccccc21	-5	1	-64	3	-1.5	2	-86	10	-17	0.1	-5
CCc1cc(=S)n2c([nH]c3ccccc32)c1C#N	x	3	-7	4	-0.3	3	19	1	11	-0.6	2
CCN1C(=O)/C(=C\N(C)C)S/C1=N\S(=O)(=O)c1ccccc1	11	0	8	-1	0.5	1	9	0	5	0.2	10
CCOc1ccc(C(=O)Nc2cc(NC(=O)c3ccc(OCC)c(Cl)c3)cc(C(=O)O)c2)cc1Cl	-6	x	3	-5	-2.0	-2	4	-15	-14	0.3	-1
O=C(NN1C(=O)C2C(C1=O)C1C=CC2C12CC2)c1ccncc1 (stereo unspecified)	-6	2	12	-2	2.2	-11	7	9	-10	-0.3	1
COc1ccsc1NC(=O)OCc1ccc(Cl)cc1	-6	-1	-207	-3	-0.2	-1	-111	-9	-14	-0.1	-3
COc1ccccc1CNC(=O)c1cnn2c(C(F)F)cc(C)nc12	-5	0	20	-3	2.4	4	8	-5	-10	0.2	-6
COc1cccc(Cn2c(Cn3c(-c4cnccn4)nc4ccccc43)nc3ccccc32)c1	-11	x	2	-5	0.1	x	x	-2	x	0.1	x
CC(OC(=O)c1cc[n+]([O-])cc1)C(=O)NCc1ccccc1 (stereo unspecified)	-5	3	4	-3	-0.4	-4	-14	8	-2	0.1	-2
COC(=O)CSc1nc2sc3c(c2c(=O)n1-c1ccc(OC)cc1)CCN(C)C3	-20	x	-8	6	0.2	5	-2	2	4	0.0	4
Cc1ccc([N+](=O)[O-])cc1NC(=O)CNC1CCCCC1	-3	1	6	-4	0.2	7	-27	-6	0	0.0	2
COCCNC(=O)C1CC(c2cccc(F)c2)=NO1 (stereo unspecified)	-10	3	13	-5	0.1	-1	4	-52	4	-0.2	-7
CN(C)S(=O)(=O)c1cccc(C(=O)Nc2cc(S(=O)(=O)N3CCOCC3)ccc2N2CCCC2)c1	-6	x	6	-8	-1.6	-1	12	4	7	0.0	22
O=S(=O)(Nc1c(F)cccc1F)c1ccc2c(c1)OCCO2	-8	0	6	-8	2.5	u	2	-8	5	0.0	0
CC(C)c1ccc(/C=N/n2cnnc2)cc1	-10	-1	3	-8	0.2	-6	1	-32	-3	-0.1	-2
CCS(=O)(=O)N1CCCC(C(=O)NC2CCCC2)C1 (stereo unspecified)	x	1	5	5	1.1	3	7	7	4	-0.1	10
CN(CC(=O)Nc1ccccc1Cl)C(=O)c1ccc(N2CCCCCC2)c([N+](=O)[O-])c1	-2	3	-41	-3	1.2	-5	23	38	9	0.1	-2
COC(=O)[C@H](Cc1ccccc1)NC(=O)Cn1ccc(NC(=O)OCc2ccccc2)nc1=O	-11	2	10	-9	-2.0	1	9	-29	-14	-0.1	0
CCn1cc(CN2CCC(C(=O)Nc3cccc(-c4cscn4)c3)CC2)cn1	-3	2	10	-4	2.0	12	5	-8	5	0.0	4
O=C(NCc1cccs1)C(Cc1ccccc1)NS(=O)(=O)c1cccs1 (stereo unspecified)	-5	0	28	4	-1.8	-3	-14	-8	-1	0.4	7
O=C(Nc1ccc(N2CCOCC2)cc1N1CCOCC1)c1cccs1	-5	0	11	-7	5.6	-14	7	4	6	-0.4	-2
COCCNC(=O)COc1cccc2c1OC(C)(C)C2	0	-2	3	-2	1.7	9	-1	-6	-1	-0.2	11
CCOC(=O)NC(=O)c1cn(C(CC)CO)c(=O)[nH]c1=O (stereo unspecified)	-1	2	8	1	1.6	4	1	-1	3	-0.4	-17
Cc1nc(NCCc2ccccc2)c2nnn(Cc3ccccc3Cl)c2n1	-1	-1	9	-6	0.0	0	17	-14	14	0.1	-6

4 structures out of the list, arranged by length of the SMILES, lowest first:
SMILES	CaV13 ICDI inh	NR2E3 ag-1	HIF-2a block	Exocytosis inh	hiPSC survival	Vif inh	Peg3 prom inh	NR2E3 ag-2	MITF TRPM1 inh	aDG glyco act	PDI inh
CCS(=O)(=O)N1CCCC(C(=O)NC2CCCC2)C1 (stereo unspecified)	x	1	5	5	1.1	3	7	7	4	-0.1	10
O=C(NCc1cccs1)C(Cc1ccccc1)NS(=O)(=O)c1cccs1 (stereo unspecified)	-5	0	28	4	-1.8	-3	-14	-8	-1	0.4	7
CCn1cc(CN2CCC(C(=O)Nc3cccc(-c4cscn4)c3)CC2)cn1	-3	2	10	-4	2.0	12	5	-8	5	0.0	4
COC(=O)[C@H](Cc1ccccc1)NC(=O)Cn1ccc(NC(=O)OCc2ccccc2)nc1=O	-11	2	10	-9	-2.0	1	9	-29	-14	-0.1	0

The list continues.
SMILES	CaV13 ICDI inh	NR2E3 ag-1	HIF-2a block	Exocytosis inh	hiPSC survival	Vif inh	Peg3 prom inh	NR2E3 ag-2	MITF TRPM1 inh	aDG glyco act	PDI inh
CCN(CC(=O)Nc1ccc2c(c1)OCCO2)C(=O)c1ccc(CS(C)(=O)=O)cc1	-8	x	-55	-1	-2.8	-6	-45	-12	-17	-0.3	-2
COc1ccccc1NC(=S)Nc1ccccc1F	-6	-1	-15	-3	1.2	10	4	-14	-4	-0.1	7
CN1CCN(C(=O)CN2C(=O)COc3ccc(S(=O)(=O)N4CCOCC4)cc32)CC1	-2	0	-3	1	-0.4	11	-3	-13	0	0.0	3
CC(C)CC(=O)NCC(C)NC(=O)CC(C)C (stereo unspecified)	-4	0	0	-3	1.9	6	-2	-4	5	-0.2	9
CC(=O)c1cccc(OCC(=O)N(CCC2=CCCCC2)c2c(N)n(Cc3ccccc3)c(=O)[nH]c2=O)c1	-2	x	10	1	0.5	11	13	-3	14	0.2	-5

Of the compounds above, five have a Cl atom.
SMILES	CaV13 ICDI inh	NR2E3 ag-1	HIF-2a block	Exocytosis inh	hiPSC survival	Vif inh	Peg3 prom inh	NR2E3 ag-2	MITF TRPM1 inh	aDG glyco act	PDI inh
O=C(CCc1ccccc1)NNC(=O)Nc1ccc(F)c(Cl)c1	x	1	16	3	2.2	-2	15	-26	-7	0.0	5
CCOc1ccc(C(=O)Nc2cc(NC(=O)c3ccc(OCC)c(Cl)c3)cc(C(=O)O)c2)cc1Cl	-6	x	3	-5	-2.0	-2	4	-15	-14	0.3	-1
COc1ccsc1NC(=O)OCc1ccc(Cl)cc1	-6	-1	-207	-3	-0.2	-1	-111	-9	-14	-0.1	-3
CN(CC(=O)Nc1ccccc1Cl)C(=O)c1ccc(N2CCCCCC2)c([N+](=O)[O-])c1	-2	3	-41	-3	1.2	-5	23	38	9	0.1	-2
Cc1nc(NCCc2ccccc2)c2nnn(Cc3ccccc3Cl)c2n1	-1	-1	9	-6	0.0	0	17	-14	14	0.1	-6
